Screening results: PubChem, several laboratories
NR1D1 modulator: modulators of human Rev-erb alpha DNA binding; AID 1259318; Rev-erbα–FITC-DNA binding, fluorescence polarization, 90 min; activity, % at 10 µM; 0.79% of 370,000 active;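 active means activity above about 14%, limit read from the data; passing the limit was not always enough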;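 further: 0% = DMSO wells with 35 nM protein and 100% = DMSO wells with 750 nM protein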
sPLA2-III inh: Inhibits HGIII-sPLA2 liposome hydrolysis, primary screen; Q9NZ20; QFRET BODIPY PC-A2 liposome hydrolysis, fluorescence; inhibition, % at 12.2 µM; 0.56% of 370,000 active; AID 743126;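 active means inhibition above mean plus 3 SD of compounds lying within the high and low control bounds, cut at about 19% in these data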;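 further: 0% = median of test compound wells and 100% = no enzyme DMSO wells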
UHRF1 MBD2 ctr: human UHRF1 methylated DNA binding inhibitors. Q96T88. UHRF1 binding to methylated oligo, TR-FRET. inhibition, % at 4.4 µM. 0.75% of 370,000 active; in the data active means inhibition above about 21%;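 further: UHRF1 SRA domain binding a hemimethylated CpG hairpin DNA probe; 0% = median of test compound wells and 100% = reference inhibitor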
Tn6 DDE FP: disrupts Tn6 cyclic peptide binding to fibrin D-Dimer-E complex; P02675; Fibrin DD(E) TRITC-Tn6 fluorescence polarization displacement; inhibition, % at 8.3 µM; 0.21% of 370,000 active; AID 720509;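 active means inhibition above a per-campaign cutoff: mean of compounds within control limits plus 3 SD, cut at about 15% in these data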;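 further: 0% = median of all compound wells on the plate and 100% = blocking peptide control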
ARFGAP1 inh: inhibits rat ARF GTPase activating protein 1; Q62848; 0.26% of 360,000 active; inhibition, % at 16.5 µM; AID 651572; Arfgap1-stimulated ARF1 GTP hydrolysis, GDP FP detection;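 active means inhibition above a per-plate limit, mean inhibition of low control wells plus 3 SD, cut at about 25% in these data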;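 further: 0% = DMSO wells with enzyme and 100% = wells lacking Arfgap1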
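Assay system: purified rat His6-Arfgap1 residues 1-136 (GAP domain); Reagent: human Δ17 ARF1 bound to GTP; Dosing: 16.5 µM single point, 1.26% DMSO; Times: GTP hydrolysis reaction 2 h at 25 °C; Signal: FP, GDP Alexa 633 tracer displaced from anti-GDP antibody, 620/688 nm; Measure: % inhibition from polarization.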
ASAP1 GAP inh: ASAP1 ArfGAP inhibition. Q9ULH1. ASAP1-stimulated ARF1 GTP hydrolysis, GDP FP detection. inhibition, % at 16.5 µM. 0.19% of 360,000 active; in the data active means inhibition above about 25%;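 further: 0% = vehicle with enzyme and substrate and 100% = no enzyme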
PLC-beta3 inh: blocks human PLC-beta3 enzyme activity | 0.18% of 370,000 active | Q01970 | inhibition, % at 12.2 µM | Purified PLC-beta3, fluorogenic substrate, fluorescence; in the data active means inhibition above about 11%;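 further: 0% = median of compound wells on plate and 100% = full blocker control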
Target sequence (Q01970 whole entry, looked up): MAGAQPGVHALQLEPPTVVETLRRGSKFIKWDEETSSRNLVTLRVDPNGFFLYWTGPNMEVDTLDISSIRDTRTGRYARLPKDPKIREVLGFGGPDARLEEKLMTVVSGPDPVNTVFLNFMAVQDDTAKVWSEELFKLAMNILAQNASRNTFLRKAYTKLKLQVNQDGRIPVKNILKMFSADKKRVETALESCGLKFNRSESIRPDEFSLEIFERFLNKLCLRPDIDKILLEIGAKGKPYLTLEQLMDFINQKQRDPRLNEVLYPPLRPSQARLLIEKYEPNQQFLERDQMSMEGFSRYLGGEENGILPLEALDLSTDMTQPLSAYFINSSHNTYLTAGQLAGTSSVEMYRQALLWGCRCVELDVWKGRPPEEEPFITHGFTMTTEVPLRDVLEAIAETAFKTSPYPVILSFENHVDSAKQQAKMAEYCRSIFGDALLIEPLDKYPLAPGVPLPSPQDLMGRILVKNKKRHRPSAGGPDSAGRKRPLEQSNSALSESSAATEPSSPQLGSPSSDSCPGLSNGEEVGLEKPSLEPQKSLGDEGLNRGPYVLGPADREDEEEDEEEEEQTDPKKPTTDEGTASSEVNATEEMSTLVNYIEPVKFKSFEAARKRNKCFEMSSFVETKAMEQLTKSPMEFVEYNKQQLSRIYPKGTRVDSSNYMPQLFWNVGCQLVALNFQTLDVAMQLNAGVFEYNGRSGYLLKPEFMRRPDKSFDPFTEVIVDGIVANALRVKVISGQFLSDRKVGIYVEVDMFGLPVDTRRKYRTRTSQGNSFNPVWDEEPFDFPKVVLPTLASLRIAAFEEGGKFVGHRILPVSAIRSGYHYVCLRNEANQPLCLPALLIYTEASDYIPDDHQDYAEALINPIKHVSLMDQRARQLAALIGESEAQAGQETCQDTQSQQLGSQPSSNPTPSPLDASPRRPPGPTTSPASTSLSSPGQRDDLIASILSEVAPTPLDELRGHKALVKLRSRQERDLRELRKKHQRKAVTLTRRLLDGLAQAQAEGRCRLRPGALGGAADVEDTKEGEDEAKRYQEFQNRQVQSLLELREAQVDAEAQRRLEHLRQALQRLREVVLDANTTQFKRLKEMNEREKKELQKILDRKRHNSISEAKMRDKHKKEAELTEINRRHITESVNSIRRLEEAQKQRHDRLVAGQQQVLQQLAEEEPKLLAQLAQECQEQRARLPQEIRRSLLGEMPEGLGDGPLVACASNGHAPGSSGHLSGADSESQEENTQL
Tn7 DDE FP: inhibitors of Tn7 peptide binding to human fibrin DD(E); P02675; inhibition, % at 8.3 µM; AID 720508; 0.13% of 370,000 active; FP displacement of FITC-Tn7 peptide from fibrin DD(E); 0% = median of compound wells per plate;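 active means inhibition above the mean of compounds falling within the control limits plus 3 SD of them, cut at about 14% in these data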;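 further: 0% = plate median of compound wells and 100% = 10 µM Aha-Tn7 peptide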
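System: human fibrin DD(E); quantity: Fibrin-DD(E) at 2 µM final; also added: fluorescent Tn7 probe at 0.1 µM; compound dosing: single nominal test concentration of 8.3 µM per compound; schedule: 10 min preincubation, 3 h with tracer, room temperature; detection: fluorescence polarization of the labelled Tn7 tracer; repeats: one replicate per compound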
KLK7 zymogen act: proKLK7 (human) activation, primary screen. 0.9% of 370,000 active. activation, % at 7 µM. P49862. AID 652039. purified proKLK7, EDANS-DABCYL substrate fluorescence; 100% is mature enzyme control, 0% vehicle;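 active means activation above the mean of all tested compounds plus 3 SD, computed per campaign excluding outliers beyond control limits, cut at about 13% in these data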
PLCg1 inh: inhibitors of human phospholipase C gamma1 | purified PLC-gamma1, fluorogenic substrate, fluorescence | inhibition, % at 12.2 µM | 0.84% of 370,000 active | AID 720700; in the data active means inhibition above about 9.5%
Numbers without * were called inactive.

`C/C(=N\NC(=O)Cc1ccc(Cl)c(Cl)c1)c1cccnc1` gave NR1D1 modulator -3, sPLA2-III inh 3, UHRF1 MBD2 ctr 2, Tn6 DDE FP -2, ARFGAP1 inh 9, ASAP1 GAP inh -16, PLC-beta3 inh -6, Tn7 DDE FP -3, KLK7 zymogen act 0.2 and PLCg1 inh 4.
`CCn1c(C)cc(/C=C2\SC(=O)N(CC(=O)Nc3ccc(C)c(C)c3)C2=O)c1C` gave NR1D1 modulator -10, sPLA2-III inh -1, UHRF1 MBD2 ctr 1, Tn6 DDE FP -4, ARFGAP1 inh -2, ASAP1 GAP inh 1, PLC-beta3 inh -1, Tn7 DDE FP 1, KLK7 zymogen act -0.6 and PLCg1 inh -4.
For Cc1cc(C)c(S(=O)(=O)Nc2ccc(C(=O)O)cc2)cc1S(=O)(=O)Nc1ccc(C(=O)O)cc1 the results were NR1D1 modulator 1, sPLA2-III inh 5, UHRF1 MBD2 ctr 1, Tn6 DDE FP 2, ARFGAP1 inh 2, ASAP1 GAP inh -10, PLC-beta3 inh -13, Tn7 DDE FP 0, KLK7 zymogen act -0.4 and PLCg1 inh 2.
Screening COc1ccc2oc(C(=O)NC(C)(C)C)c(C)c2c1 returned NR1D1 modulator -3, sPLA2-III inh 1, UHRF1 MBD2 ctr -3, Tn6 DDE FP 0, ARFGAP1 inh 9, ASAP1 GAP inh 17, PLC-beta3 inh -15, Tn7 DDE FP -9, KLK7 zymogen act 1.0 and PLCg1 inh -2.
COC(=O)c1c(-c2ccccc2)nn(-c2ccccc2)c1C(=O)OC was read as NR1D1 modulator 3, sPLA2-III inh -7, UHRF1 MBD2 ctr 1, Tn6 DDE FP -6, ARFGAP1 inh 7, ASAP1 GAP inh -14, PLC-beta3 inh -5, Tn7 DDE FP -2, KLK7 zymogen act 0.3 and PLCg1 inh -1.
For O=C(O)c1cc(NN=Nc2cccc(S(=O)(=O)O)c2)cc([N+](=O)[O-])c1 the results were NR1D1 modulator 3, sPLA2-III inh -6, UHRF1 MBD2 ctr -1, Tn6 DDE FP -4, ARFGAP1 inh 3, ASAP1 GAP inh -5, PLC-beta3 inh 0, Tn7 DDE FP 2, KLK7 zymogen act 0.5 and PLCg1 inh 2.
CCN1C(=O)/C(=C2\SC(=S)N(NC(=O)c3cccnc3)C2=O)c2ccccc21 was read as NR1D1 modulator 3, sPLA2-III inh 3, UHRF1 MBD2 ctr 2, Tn6 DDE FP -8, ARFGAP1 inh -1, ASAP1 GAP inh 1, PLC-beta3 inh -14, Tn7 DDE FP 4, KLK7 zymogen act 0.7 and PLCg1 inh -8.
`O=C(c1ccc2c(c1)OCO2)N1CCN(c2ccccc2F)CC1` gave NR1D1 modulator 3, sPLA2-III inh 0, UHRF1 MBD2 ctr 1, Tn6 DDE FP -2, ARFGAP1 inh 6, ASAP1 GAP inh 5, PLC-beta3 inh 1, Tn7 DDE FP 3, KLK7 zymogen act 0.0 and PLCg1 inh 2.
Nc1nnc(Cc2ccccc2)s1 was read as NR1D1 modulator -3, sPLA2-III inh 4, UHRF1 MBD2 ctr 1, Tn6 DDE FP -3, ARFGAP1 inh -6, ASAP1 GAP inh -1, PLC-beta3 inh 3, Tn7 DDE FP -1, KLK7 zymogen act 0.6 and PLCg1 inh 0.
`O=C(Cc1cccc(C(F)(F)F)c1)Nc1cc(S(=O)(=O)N2CCOCC2)ccc1N1CCCC1` gave NR1D1 modulator -1, sPLA2-III inh -11, UHRF1 MBD2 ctr 14, Tn6 DDE FP 7, ARFGAP1 inh 0, ASAP1 GAP inh 3, PLC-beta3 inh -4, Tn7 DDE FP 0, KLK7 zymogen act -0.5 and PLCg1 inh -3.
For CCC(CC)C(=O)Nc1cccc(C(=O)c2ccccc2)c1 the results were NR1D1 modulator -5, sPLA2-III inh -4, UHRF1 MBD2 ctr -1, Tn6 DDE FP -9, ARFGAP1 inh 3, ASAP1 GAP inh -9, PLC-beta3 inh 2, Tn7 DDE FP -11, KLK7 zymogen act -1.4 and PLCg1 inh 1.
For Cc1cc2nc3c(=O)n(Cc4ccccc4)c(=O)[nH]c3nc2cc1N the results were NR1D1 modulator 5, sPLA2-III inh -129, UHRF1 MBD2 ctr -73, Tn6 DDE FP 1, ARFGAP1 inh -2, ASAP1 GAP inh -2, PLC-beta3 inh inactive, Tn7 DDE FP 26*, KLK7 zymogen act 7.5 and PLCg1 inh -451.
CC(=O)c1c(C)nn(-c2ccccc2)c1C was read as NR1D1 modulator 2, sPLA2-III inh 7, UHRF1 MBD2 ctr 13, Tn6 DDE FP -5, ARFGAP1 inh 1, ASAP1 GAP inh 13, PLC-beta3 inh -8, Tn7 DDE FP 3, KLK7 zymogen act 0.5 and PLCg1 inh -2.
`Cc1ccc(N)c(C(O)(C(F)(F)F)C(F)(F)F)c1` gave NR1D1 modulator -3, sPLA2-III inh 4, UHRF1 MBD2 ctr 3, Tn6 DDE FP 2, ARFGAP1 inh 16, ASAP1 GAP inh 11, PLC-beta3 inh 7, Tn7 DDE FP -4, KLK7 zymogen act 0.0 and PLCg1 inh 1.
O=C(CSC(=S)N1CCOCC1)c1cc(Br)cc(Br)c1O was read as NR1D1 modulator -3, sPLA2-III inh -8, UHRF1 MBD2 ctr 1, Tn6 DDE FP 1, ARFGAP1 inh -2, ASAP1 GAP inh 1, PLC-beta3 inh -10, Tn7 DDE FP 6, KLK7 zymogen act -0.2 and PLCg1 inh -3.

3 compounds already listed, arranged by heavy-atom count, smallest number first.
Nc1nnc(Cc2ccccc2)s1 was read as NR1D1 modulator -3, sPLA2-III inh 4, UHRF1 MBD2 ctr 1, Tn6 DDE FP -3, ARFGAP1 inh -6, ASAP1 GAP inh -1, PLC-beta3 inh 3, Tn7 DDE FP -1, KLK7 zymogen act 0.6 and PLCg1 inh 0.
CC(=O)c1c(C)nn(-c2ccccc2)c1C was read as NR1D1 modulator 2, sPLA2-III inh 7, UHRF1 MBD2 ctr 13, Tn6 DDE FP -5, ARFGAP1 inh 1, ASAP1 GAP inh 13, PLC-beta3 inh -8, Tn7 DDE FP 3, KLK7 zymogen act 0.5 and PLCg1 inh -2.
O=C(CSC(=S)N1CCOCC1)c1cc(Br)cc(Br)c1O was read as NR1D1 modulator -3, sPLA2-III inh -8, UHRF1 MBD2 ctr 1, Tn6 DDE FP 1, ARFGAP1 inh -2, ASAP1 GAP inh 1, PLC-beta3 inh -10, Tn7 DDE FP 6, KLK7 zymogen act -0.2 and PLCg1 inh -3.

(more compounds)
For COc1ccc2c(-c3ccccc3)cc(N3CCOCC3)nc2c1 the results were NR1D1 modulator 6, sPLA2-III inh 5, UHRF1 MBD2 ctr 1, Tn6 DDE FP -9, ARFGAP1 inh 4, ASAP1 GAP inh -8, PLC-beta3 inh -94, Tn7 DDE FP -2, KLK7 zymogen act -7.0 and PLCg1 inh -78.
O=C(Nc1ccccc1)N(CCc1nc2ccccc2[nH]1)C1CCCC1 was read as NR1D1 modulator 0, sPLA2-III inh -1, UHRF1 MBD2 ctr -2, Tn6 DDE FP 0, ARFGAP1 inh -8, ASAP1 GAP inh -11, PLC-beta3 inh 2, Tn7 DDE FP -4, KLK7 zymogen act -0.5 and PLCg1 inh 4.
For COc1ccc(N/C=C/C(=C(C#N)C#N)N(C)C)cc1 the results were NR1D1 modulator -6, sPLA2-III inh 0, UHRF1 MBD2 ctr -2, Tn6 DDE FP 2, ARFGAP1 inh 2, ASAP1 GAP inh -1, PLC-beta3 inh 6, Tn7 DDE FP -1, KLK7 zymogen act -0.5 and PLCg1 inh 2.
For CCOc1ccc(NC(=O)c2ccc(Cn3nc(C)cc3C)o2)cc1 the results were NR1D1 modulator 0, sPLA2-III inh -13, UHRF1 MBD2 ctr -2, Tn6 DDE FP 9, ARFGAP1 inh -9, ASAP1 GAP inh -12, PLC-beta3 inh -3, Tn7 DDE FP 7, KLK7 zymogen act 0.1 and PLCg1 inh -1.
For N#Cc1ccc(-c2ccc(OCC(O)Cn3nnc4ccccc43)cc2)cc1 (stereo not drawn) the results were NR1D1 modulator -3, sPLA2-III inh -26, UHRF1 MBD2 ctr -2, Tn6 DDE FP -3, ARFGAP1 inh -6, ASAP1 GAP inh 6, PLC-beta3 inh -4, Tn7 DDE FP 3, KLK7 zymogen act 0.1 and PLCg1 inh 0.
For CC(Sc1nnc(C2CC2)n1C1CC1)C(=O)N(C)C1(C#N)CCCCC1 (stereo not drawn) the results were NR1D1 modulator -4, sPLA2-III inh 10, UHRF1 MBD2 ctr 2, Tn6 DDE FP -8, ARFGAP1 inh 0, ASAP1 GAP inh 4, PLC-beta3 inh -11, Tn7 DDE FP -2, KLK7 zymogen act -0.1 and PLCg1 inh -1.
For O=C(NCc1ccccc1Cl)c1csc2c1CCCCC2 the results were NR1D1 modulator -2, sPLA2-III inh 6, UHRF1 MBD2 ctr 4, Tn6 DDE FP -7, ARFGAP1 inh -6, ASAP1 GAP inh 0, PLC-beta3 inh -2, Tn7 DDE FP 7, KLK7 zymogen act -0.2 and PLCg1 inh 3.
For c1ccc(CSc2ncnc3c2oc2ccccc23)cc1 the results were NR1D1 modulator 4, sPLA2-III inh 5, UHRF1 MBD2 ctr -3, Tn6 DDE FP -1, ARFGAP1 inh -13, ASAP1 GAP inh 1, PLC-beta3 inh 6, Tn7 DDE FP 3, KLK7 zymogen act -0.2 and PLCg1 inh 1.
`CC(O)CNc1ccc(-c2n[nH]c(=O)c3ccccc23)cc1[N+](=O)[O-]` (stereo not drawn) gave NR1D1 modulator 14, sPLA2-III inh 1, UHRF1 MBD2 ctr -16, Tn6 DDE FP 11, ARFGAP1 inh 0, ASAP1 GAP inh -15, PLC-beta3 inh 2, Tn7 DDE FP -2, KLK7 zymogen act -0.1 and PLCg1 inh 1.
For COc1cccc(-n2c(SCc3cc(=O)oc4cc(O)c(O)cc34)nc3ccccc3c2=O)c1 the results were NR1D1 modulator -8, sPLA2-III inh 20*, UHRF1 MBD2 ctr 15, Tn6 DDE FP -7, ARFGAP1 inh -1, ASAP1 GAP inh -1, PLC-beta3 inh -223, Tn7 DDE FP 0, KLK7 zymogen act -7.0 and PLCg1 inh -209.
Screening CC(NC(=O)CCc1ccccc1)c1ccc2c(c1)OCO2 (stereo not drawn) returned NR1D1 modulator -1, sPLA2-III inh 13, UHRF1 MBD2 ctr 3, Tn6 DDE FP 0, ARFGAP1 inh -5, ASAP1 GAP inh -5, PLC-beta3 inh -9, Tn7 DDE FP 7, KLK7 zymogen act -1.1 and PLCg1 inh -1.
C=CCn1c(SCC(=O)N(CCOC)c2c(N)n(CC(C)C)c(=O)[nH]c2=O)nc2ccccc21 was read as NR1D1 modulator -1, sPLA2-III inh 3, UHRF1 MBD2 ctr 0, Tn6 DDE FP 1, ARFGAP1 inh -5, ASAP1 GAP inh -15, PLC-beta3 inh -5, Tn7 DDE FP 2, KLK7 zymogen act 0.0 and PLCg1 inh -2.
`Cc1ccc(NC(=O)C2CCN(S(C)(=O)=O)CC2)cc1Cl` gave NR1D1 modulator -4, sPLA2-III inh 0, UHRF1 MBD2 ctr 0, Tn6 DDE FP 1, ARFGAP1 inh -18, ASAP1 GAP inh -14, PLC-beta3 inh -7, Tn7 DDE FP 7, KLK7 zymogen act 0.2 and PLCg1 inh 2.
